HEK293 cAMP ctrl – qHTS Assay for Agonists of the Thyroid Stimulating Hormone Receptor: Activators of Intracellular cAMP Concentrations in Parental HEK 293; parental HEK293 CNG cAMP sensor, membrane potential fluorescence; Potency, µM (titrated, usually from 57.1 µM), for the others: at the top dose activation, actives largely listed as activators; 73,000 tested, 2.5% active; also: potency is read from the fitted curve at half-maximal effect; % of control where 0% means no effect; nearly all actives have a fitted effect of over 55% in size
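Parental HEK 293 cells stably expressing a modified CNG channel (no TSHR) report cAMP rise as membrane depolarization. Membrane potential dye with 100 uM RO 20-1724 was loaded for 60 min at room temperature, then compound added for 30 min; fluorescence read at 590 nm.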
A350 fluor – qHTS Assay for Spectroscopic Profiling in A350 Spectral Region; Compound autofluorescence, 340/450 nm, Alexa 350 dye-equivalents; active compounds read high; max dye-equivalent concentration, M; 59,000 tested, 11% active; AID 590, 2007; in the data active = max dye-equivalent concentration above about 10 nM; inconclusive = mostly about 1.1 nM to 9.6 nM
BRCT PPI red – qHTS Assay for Inhibitors of BRCT-Phosphoprotein Interaction (Red Fluorophore); Potency, µM (top dose mostly 76.9 µM), without a hit: top-dose activity change, negative = inhibition, hits mostly inhibitors; Breast cancer type 1 susceptibility protein (Homo sapiens), P38398; 75,000 tested, 0.03% active; BRCT-phosphopeptide binding, red fluorescence polarization; also: % is scaled to controls: 0 for no effect and ±100 for the full control effect
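Rhodamine-labelled pBACH1 10-mer (100 nM) bound to BRCT domain (100 nM) at pH 7.3; compounds incubated 12 min room temperature, polarization read. Free peptide defines full inhibition; unlabelled decapeptide titrated as control.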
Epigenetic mod – qHTS Assay for Epigenetic Modulators; mouse C127i GFP locus derepression, cytometry, 30 h; Potency, µM (series often up to 46.1 µM), for the others: at the top dose GFP derepression (activation); 68,000 tested, 0.09% active; AID 597, 2007; also: % of control where 0% means no effect
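Murine C127i mammary cells carrying a silenced, stably integrated CMV-driven GFP reporter were treated with compound for 30 hours at 37 C. After PBS washes, GFP-positive cells were counted by laser-scanning microplate cytometry.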
Caspase-1 inhib – qHTS Assay for Allosteric/Competitive Inhibitors of Caspase-1; Potency, µM (doses to about 57.5 µM), for the others: at the top dose activity change, negative = inhibition, most hits filed as inhibitors; 75,000 tested, 0.03% active; P29466; AID 900, 2007; Caspase-1 enzyme, Ac-WEHD-AFC fluorogenic rate;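 also: potency is read from the fitted curve at half-maximal effect; plate controls were vehicle for no effect and no substrate for full effect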
USP2a inhib – qHTS Assay for Inhibitors of Ubiquitin-specific Protease USP2a; Ubiquitin carboxyl-terminal hydrolase 2 (Homo sapiens), O75604; USP2a enzymatic assay, qHTS inhibition; Potency, µM (highest dose often 38.3 µM), inactives show top-dose activity change, negative = inhibition, hits mostly inhibitors; 60,000 tested, 0.1% active;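 also: potency is read from the fitted curve at half-maximal effect; nearly all actives have a fitted effect of over 60% in size; plate controls were DMSO for no effect and NEM full inhibition control for full effect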
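USP2 core (20 nM final) was preincubated with compound for 30 min at RT in 20 mM Tris-HCl pH 8.0, 2 mM CaCl2, 2 mM beta-mercaptoethanol; Ub-PLA2 (20 nM) plus NBD C6-HPC (20 uM) then added, fluorescence read after 2.5 h.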
Fluorescein autfl – qHTS Assay for Spectroscopic Profiling in Fluorescein Spectral Region | Compound autofluorescence, 480/540 nm, fluorescein-equivalent; active compounds read high | max fluorescein-equivalent concentration, M | 59,000 tested, 0.91% active; in the data active = max fluorescein-equivalent concentration above about 10 nM; inconclusive = between about 1.1 nM and that limit
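Each compound is tested across a concentration series in 100 mM Tris buffer at pH 8.0. After 15 min at room temperature, plates are imaged with 480 nm excitation and 540 nm emission filters, and intensities are converted to fluorescein-equivalent values.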
BRCT inh green – qHTS Assay for Inhibitors of BRCT-Phosphoprotein Interaction (Green Fluorophore) | Breast cancer type 1 susceptibility protein (Homo sapiens), P38398 | BRCA1 BRCT-phosphopeptide binding, green fluorescence polarization | Potency, µM (top dose mostly 76.9 µM), for inactives: at the highest dose activity change, negative = inhibition, hits mostly inhibitors | 75,000 tested, 0.05% active | AID 875, 2007;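 also: potency is read from the fitted curve at half-maximal effect; plate controls were peptide without protein for full effect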
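Compounds were incubated for 12 min at room temperature with a complex of 100 nM fluorescein-tagged pBACH1 decapeptide and 250 nM His-tagged BRCT protein. Buffer was phosphate pH 7.3 with EDTA, DTT and Tween 20. Disruption of binding lowers the polarization signal.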
Ub-GFP proteasome – Ubiquitin-GFP Assay; AID 526, 2006; Potency, µM (series often up to 45.9 µM), inactives show top-dose activation (GFP accumulation), hits mostly activators; Ubiquitin-GFP reporter cells, proteasome inhibition, GFP fluorescence; response scale: untreated = 0%, 10 µM MG-132 = 100%; 67,000 tested, under 10 active; active = well fitted activation curve with a large enough effect, not every such curve was filed as active; inconclusive = small, poorly fitted or top-dose-only effect, or another doubt; inactive = no such curve, though single readings can be large or run the other way; also: potency is read from the fitted curve at half-maximal effect
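Reporter cells (U2OS, ubiquitin-G76V-GFP fusion) are plated overnight, then treated 4 hr at 37 °C with compound titrations from 46 uM down to 2.9 nM. Activity is scaled against untreated cells and 10 uM MG-132.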
4MU fluor – qHTS Assay for Spectroscopic Profiling in 4-MU Spectral Region | compound autofluorescence, 340/450 nm, 4-MU equivalents; active compounds read high | max dye-equivalent concentration, M | 59,000 tested, 11% active | AID 589, 2007; in the data active = max dye-equivalent concentration above about 10 nM; inconclusive = mostly about 1.1 nM to 9.6 nM
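Compounds in 100 mM Tris, pH 8.0, incubated 15 min at room temperature, then fluorescence read at 340 nm excitation/450 nm emission. Signal converted to 4-MU dye-equivalent concentration using an on-plate six-point 4-MU standard curve.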
Casp7 inh – qHTS Assay for Allosteric/Competitive Inhibitors of Caspase-7 | recombinant caspase-7, Ac-DEVD-AFC fluorescence rate | Potency, µM (top dose mostly 57.5 µM), for inactives: top-dose activity change, negative = inhibition, actives largely listed as inhibitors | 75,000 tested, 0.02% active | AID 889, 2007; active = well fitted inhibition curve with a large enough effect in the main read-out, with a control signal flat, not every such curve was filed as active; inconclusive = small, poorly fitted or top-dose-only effect, or a change in a side signal; also: potency is read from the fitted curve at half-maximal effect; % of control where 0% means no effect
Starred values were filed as active, the others as inactive; i = inactive; ? = inconclusive; / = no result given; [ ] = another dose, or the depositor's remark. Unless noted, calls follow the shape of the dose curve; as a rule, active = well fitted curve in the direction sought with a large enough effect; inconclusive = small, poorly fitted or top-dose-only effect, or another doubt; inactive = no such curve, though single readings can be large; an effect the other way counts as inactive or inconclusive. Not all compounds are listed. The share of hits here may be higher or lower than overall.

SMILES	HEK293 cAMP ctrl	A350 fluor	BRCT PPI red	Epigenetic mod	Caspase-1 inhib	USP2a inhib	Fluorescein autfl	BRCT inh green	Ub-GFP proteasome	4MU fluor	Casp7 inh
COCCN(C(=O)Nc1ccc(OC)cc1OC)C1CCN(C(C)C)CC1	-3%	i	0.4%	4%	1%	-2%	i	0.3%	-1%	i	1%
COc1ccc(N2CCN(C(=O)CSc3nnc(-c4cccnc4)n3-c3ccccc3)CC2)cc1	0%	?	0.3%	-2%	-1%	11%	?	0.1%	-5%	i	8%
COc1cc(-c2noc(-c3cccc(Cl)c3)n2)cc(OC)c1OC	9%	i	-2.4%	-3%	1%	2%	i	1.3%	0%	i	0%
COc1ccc(CNC(=O)CS(=O)Cc2nc(-c3ccccc3C)oc2C)cc1 (stereo not drawn)	28%	/	0.7%	/	-5%	/	/	-1.1%	-10%	/	-2%
BrC/C=C/CBr	24%	/	0.3%	/	2%	/	/	1.2%	/	/	1%
COC(=O)C1C(=O)c2c([nH]c(C(=O)OC3CCCCC3)c2C)CC1C (stereo not drawn)	?	/	1.1%	-5%	-7%	/	/	0.8%	9%	/	-1%
Cc1nc2nc(C)c(CCC(=O)N3CCN(c4ccccn4)CC3)c(C)n2n1	17%[2.29 µM]	5.1e-08M*	-0.4%	-4%	-3%	0%	i	-2.5%	-2%	5.2e-08M*	-4%
Cn1c(SCC(N)=O)nnc1C1CCN(C(=O)NC2CCCCC2)CC1	14%	i	-1.2%	-2%	-1%	0%	i	0.3%	1%	i	2%
N[C@@H](Cc1ccccc1)c1nnc(SCc2ccccc2Cl)o1	9%	i	-0.3%	0%	-1%	4%	i	0.4%	-5%	i	-3%
FC(F)(F)c1nnc2ccc(N3CCCCCC3)nn12	14%	i	-0.2%	2%	0%	19%	i	-3.0%	4%	i	-1%
O=C1CC(Sc2nnc(-c3ccccc3O)o2)C(=O)N1c1ccccc1 (stereo not drawn)	6%	i	-1.1%	?	0%	12%	i	-1.1%	-8%	i	1%
COc1cc(C(=O)NCCC(=O)NCc2ccc3c(c2)OCO3)cc(OC)c1OC	18%	?	-2.6%	0%	-2%	1%	i	-0.5%	10%	?	2%
O=C(NCCc1c[nH]c2ccccc12)c1c(Cl)nc2sccn12	-8%	i	-0.7%	0%	-1%	-3%	i	-2.2%	2%	i	-2%
CC(=O)OC1CC2C(C)(C)C=CC(=O)[C@@]2(C)C2CC[C@@]3(C)C(c4ccoc4)OC(=O)C4OC43[C@]12C (stereo partly drawn)	/	/	-1.7%	/	1%	-1%	/	-2.8%[3.08 µM]	/	/	-2%
CC(=O)OC[C@@H]1O[C@@H](O/N=C2/C[C@@H](O)[C@@H](O)[C@@H]3[C@H]4C(=O)N(c5ccc(F)cc5F)C(=O)[C@@H]4CC[C@@H]23)[C@H](OC(C)=O)[C@H](OC(C)=O)[C@@H]1OC(C)=O	-1%[11.4 µM]	/	1.2%[15.4 µM]	/	-2%[11.5 µM]	/	/	-1.2%[15.4 µM]	/	/	0%[11.5 µM]
CC(=O)OC[C@@H]1O[C@@H](O/N=C2/C[C@@H](O)[C@@H](O)[C@@H]3[C@@H]4C(=O)N(Cc5ccc6c(c5)OCO6)C(=O)[C@H]4CC[C@H]23)[C@H](OC(C)=O)[C@H](OC(C)=O)[C@@H]1OC(C)=O	1%[11.4 µM]	/	1.7%[15.4 µM]	/	-1%[11.5 µM]	/	/	0.1%[15.4 µM]	/	/	-2%[11.5 µM]
Cn1c(CNc2ccc(Cl)cc2)nnc1SCc1ccccc1	7%	?	-0.6%	1%	-2%	-12%	?	0.3%	4%	i	-3%
O=C(c1cc2nc(-c3ccco3)cc(C(F)(F)F)n2n1)N1CCN(c2ccc(F)cc2)CC1	-9%	/	-0.2%	-2%	-10%	/	/	3.6%	6%	/	-18%
COc1ccccc1NC(=O)N1CCCC1C(=O)NCc1ccc(F)cc1 (stereo not drawn)	9%	i	0.4%	-2%	-2%	7%	?	-2.2%	0%	i	0%
C[N+](C)(C)/N=C\c1ccc(O)c(O)c1	-1%[11.4 µM]	i	-1.1%[15.4 µM]	2%[9.22 µM]	-1%[11.5 µM]	/	i	-1.2%[15.4 µM]	-3%[9.17 µM]	i	1%[11.5 µM]
COC(=O)c1[nH]c(C)c(/C(O)=C2\C(=O)C(=O)N(CCN(C)C)C2c2ccc(OC)cc2)c1C (stereo not drawn)	1%	i	-0.2%	0%	0%	-5%	i	0.7%	-1%	i	0%
COc1ccc(CCNC(=O)CCC(=O)N2CCN(S(=O)(=O)c3ccccc3)CC2)cc1OC	7%	i	0.3%	0%	1%	-3%	?	-2.1%	-1%	i	1%[0.00368 µM]
COc1ccccc1C(=O)NCCc1nc2ccccc2n1C	3%	i	-1.4%	-1%	2%	3%	i	-0.2%	-20%	i	1%
CC(=O)N(C)c1nc(-c2ccc(Cl)cc2)cs1	-10%	i	0.0%	-1%	-1%	-1%	i	0.1%	-3%	i	3%
Cc1cc(C(=O)NCc2ccccc2Br)no1	9%	?	-1.5%	-2%	0%	-1%	i	-1.8%	2%	i	1%
CCN(CC)C(C(=O)Nc1ccc2c(c1)OCO2)c1ccccc1 (stereo not drawn)	23%	i	1.7%	1%	-2%	-11%	i	-2.4%	10%	i	1%
COCn1c2ccccc2c2nnc(C(=O)O)nc21	0%[11.4 µM]	/	-0.5%[15.4 µM]	/	-3%[11.5 µM]	/	/	-2.6%[15.4 µM]	/	/	0%[11.5 µM]
COc1ccc(Cn2nnnc2C(c2cc(OC)ccc2OC)N2CCC(C(N)=O)CC2)cc1 (stereo not drawn)	-7%	?	0.8%	0%	-2%	3%	i	-0.3%	-3%	i	2%
CC1CCN(c2nncc3ccccc23)CC1	-1%	i	-1.4%	4%	1%	-6%	i	-0.2%	8%	i	-5%
CC1(C)Cc2c(sc3c2c(=O)n(Cc2ccccc2)c2nncn32)CO1	9%	i	1.3%	-1%	0%	0%	i	-0.1%	1%	i	-2%
Cc1cc(NC(=O)COC(=O)CCC(=O)c2ccc(F)cc2)no1	-4%	i	-0.2%	0%	0%	4%	i	1.0%	-1%	i	0%
Cc1ccc2c(c1)nnn2C1CCN(CC(=O)NCCc2ccccc2)CC1	11%	i	0.8%	1%	-1%	17%	i	0.3%	-4%	i	0%
Cc1ccc(C(=O)CSc2nc3ccccc3c(=O)n2N)o1	13%	i	1.2%	4%	-1%	5%	i	-1.1%	0%	i	-2%
CCCCNC(=O)Cn1cnc2sc(C(=O)OCC)c(C)c2c1=O	-1%	i	0.0%	0%	2%	2%	i	-2.9%	-3%	i	1%
O=C(O)c1cc(S(=O)(=O)N2CCCCCC2)ccc1Cl	2%	/	0.1%	0%	1%	-2%	/	0.1%	8%	/	-7%
S=c1nc(-c2nc(=S)[nH]c3c2CCCCCCCCCC3)c2c([nH]1)CCCCCCCCCC2	?	i	0.5%[15.4 µM]	-1%[9.22 µM]	2%[11.5 µM]	/	?	-3.0%[15.4 µM]	-6%[9.17 µM]	i	-1%[11.5 µM]
COCc1[nH]nc2c1C(c1ccc(OC)c(OC)c1)C(C#N)=C(N)O2 (stereo not drawn)	5%	i	-3.6%	0%	-2%	?	i	-3.8%	-2%	i	-1%
Cc1onc(-c2c(F)cccc2Cl)c1C(=O)NCCc1ccc(S(N)(=O)=O)cc1	8%	i	-0.4%	3%	-1%	8%	i	-1.1%	-10%	i	1%
CN1C(=O)NC(c2ccccc2)C2=C1CN(c1cccc(C(F)(F)F)c1)C2=O (stereo not drawn)	-4%	?	0.6%	0%	-3%	25%	i	5.0%	/	?	-3%
O=c1cc(-c2ccccc2)oc2cc(O[C@H]3O[C@H](CO)[C@@H](O)[C@H](O)[C@@H]3O)c(O)c(O)c12	0%	i	/	-2%[9.22 µM]	/	/	i	/	-3%	i	/

Single records, as listed above.
`CN1C(=O)NC(c2ccccc2)C2=C1CN(c1cccc(C(F)(F)F)c1)C2=O` (stereo not drawn) in the list: HEK293 cAMP ctrl: -4%; A350 fluor: ?; BRCT PPI red: 0.6%; Epigenetic mod: 0%; Caspase-1 inhib: -3%; USP2a inhib: 25%; Fluorescein autfl: i; BRCT inh green: 5.0%; Ub-GFP proteasome: /; 4MU fluor: ?; Casp7 inh: -3%
`O=c1cc(-c2ccccc2)oc2cc(O[C@H]3O[C@H](CO)[C@@H](O)[C@H](O)[C@@H]3O)c(O)c(O)c12` in the list: HEK293 cAMP ctrl: 0%; A350 fluor: i; BRCT PPI red: /; Epigenetic mod: -2%[9.22 µM]; Caspase-1 inhib: /; USP2a inhib: /; Fluorescein autfl: i; BRCT inh green: /; Ub-GFP proteasome: -3%; 4MU fluor: i; Casp7 inh: /

Bioassay records deposited in PubChem BioAssay by National Center for Advancing Translational Sciences (NCATS).
